# GALR2 antag = GALR2 antagonists in receptor-expressing cells, primary screen. Galanin receptor type 2 (Homo sapiens), O43603. antagonist mode. inhibition, % at 4 µM. 140,000 tested, 0.39% active. AID 828, 2007; in the data active = inhibition above about 27%;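 also: cells stimulated with galanin 1-16 at roughly its EC80; 0% = agonist challenge control and 100% = basal control without agonist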
# Target sequence (O43603 whole entry, looked up): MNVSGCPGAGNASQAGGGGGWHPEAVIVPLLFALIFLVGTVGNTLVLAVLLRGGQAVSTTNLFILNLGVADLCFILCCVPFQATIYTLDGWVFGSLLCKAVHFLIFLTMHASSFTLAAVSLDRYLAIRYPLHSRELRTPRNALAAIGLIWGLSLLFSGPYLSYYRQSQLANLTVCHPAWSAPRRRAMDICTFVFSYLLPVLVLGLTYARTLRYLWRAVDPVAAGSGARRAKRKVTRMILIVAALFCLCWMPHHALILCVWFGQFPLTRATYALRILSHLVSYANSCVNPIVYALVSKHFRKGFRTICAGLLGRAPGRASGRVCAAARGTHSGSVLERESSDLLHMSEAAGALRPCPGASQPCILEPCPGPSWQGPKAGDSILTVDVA
# NPY-Y2 antag = NPY-Y2 receptor antagonists, primary screen, cell-based; NPY-Y2 expressing cells, antagonist mode; inhibition, % at 2.7 µM; 140,000 tested, 0.99% active; AID 793, 2007; in the data active = inhibition above about 17%;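 also: 0% = vehicle with agonist challenge and 100% = reference antagonist with challenge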
# Target sequence (P49146 whole entry, looked up): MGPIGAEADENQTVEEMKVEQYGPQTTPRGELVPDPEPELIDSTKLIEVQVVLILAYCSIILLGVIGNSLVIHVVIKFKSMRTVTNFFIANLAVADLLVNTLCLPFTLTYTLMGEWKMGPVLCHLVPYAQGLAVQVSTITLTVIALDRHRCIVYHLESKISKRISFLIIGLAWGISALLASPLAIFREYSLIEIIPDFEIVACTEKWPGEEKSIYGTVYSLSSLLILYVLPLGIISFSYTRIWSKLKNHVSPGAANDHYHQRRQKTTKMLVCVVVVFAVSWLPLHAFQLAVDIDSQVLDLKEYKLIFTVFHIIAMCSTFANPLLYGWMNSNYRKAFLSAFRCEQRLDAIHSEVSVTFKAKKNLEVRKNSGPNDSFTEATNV
# Yeast life ext = compounds extending yeast replicative lifespan, primary screen, S. cerevisiae, OD615 | S. cerevisiae growth with nicotinamide; deaD strain in restrictive glucose medium | inhibition of the nicotinamide effect, % at 10 µM | 130,000 tested, 0.68% active;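 active = inhibition above a set limit, placed 3 SD over the median of all compounds, cut at about 26% in these data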;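 also: 0% = nicotinamide-treated wells and 100% = cells grown without nicotinamide; some compounds called inactive have numbers as strong as hits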
#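 Buffer or medium: CSMM-D glucose medium, restrictive; test system: modified budding yeast, DeaD strain; compound: single dose 10 µM compound, 0.25% DMSO; schedule: culture preincubation 4 h, compound exposure 48 h, both 30 °C; detection: optical density (absorbance) at 615 nm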
# bCat KO growth = primary screen for growth suppressors in beta-catenin knockout HCT116 cells (colon tumor, human); HCT116 beta-catenin knockout viability, CellTiter-Glo, 60 h; stronger effect = lower value; viability, % at 10 µM; 140,000 tested, 1.5% active; AID 818, 2007;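 active = viability at or under a set limit, the compound median less 4 SD, cut at about 6% in these data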;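 also: 0% = Hyamine 1622 control at 20 µM and 100% = untreated cell control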
# Measles CPE = compounds protecting cells from measles virus cytopathic effect, primary screen, measles RdRp inhibitor project, single point, MLSMR library, absorbance. Measles virus-infected cells, CPE protection. protection (pct of control), % at 4 µM. 140,000 tested, 1.5% active. AID 841, 2007; in the data active = protection mostly above about 24%, no sharp cut-off; inactive = mostly below about 26%; also: some compounds called inactive have numbers as strong as hits
# HCT116 PTEN-null = growth suppression of PTEN-null HCT116, primary screen, cell-based, CellTiter-Glo; HCT116 PTEN-null viability, 60 h; stronger effect = lower value; viability, % at 10 µM; 140,000 tested, 1.2% active;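 active = viability at or below a set limit, 4 SD under the median of all tested compounds, cut at about 3.7% in these data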;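 also: PTEN knockout HCT116 line with beta catenin targeted HCT116 as companion control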
# BB579 growth dn = growth inhibitors of yeast BB579 in restrictive medium, primary screen, yeast lifespan-shortening project, S. cerevisiae; OD615, 48 h; inhibition, % at 10 µM; 140,000 tested, 0.51% active;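 active = inhibition above a set limit, 3 SD over the mean compound inhibition, cut at about 44% in these data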; also: inactives centre near -24
#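 System: Saccharomyces cerevisiae DeaD strain BB579, replicative lifespan model yeast. Buffer or medium: restrictive glucose-based CSMM-D medium. Doses: one dose, 10 µM compound with 0.25% DMSO. Timing: 4 h preincubation and 48 h exposure at 30 °C. Detection: turbidity as optical density at 615 nm. Benchmarks: amphotericin B 10 µg/mL, positive.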
# Phagocyt inh = inhibitors of macrophage phagocytosis, primary screen, imaging, J774A.1 cells, IgG beads | AID 1029, 2008 | inhibition, % at 5 µM | J774A.1 macrophage IgG-bead phagocytosis | 110,000 tested, 0.07% active;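 active = inhibition above the mean of the plate negative controls plus 5 SD, cut at about 13% in these data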;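 also: phagocytic index as fraction of beads internalized from green versus red external bead signal; plate controls were DMSO negative control for no effect and cytochalasin-D positive control for full effect; some results beyond the cut were filed as inactive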
# E-sel TNF inh = E-selectin induction blockers in HUVEC – imaging, immunofluorescence, high content, primary screen. inhibition, % at 2 µM. 120,000 tested, 0.71% active. HUVEC TNFa-induced E-selectin immunofluorescence;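 active = inhibition above the batch mean plus 3 SD, and confirmed as a hit on visual image review, cut at about 43% in these data; inconclusive = passes the inhibition cutoff but fails visual image review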;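 also: 0% = TNF-stimulated DMSO wells and 100% = unstimulated control wells; not every result past the cut was called active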
# MRP-1 activ = H69AR viability gain despite doxorubicin, primary screen, MRP-1 activator project, H69AR cells, CellTiter-Glo. AID 799, 2007. viability rescue. 140,000 tested, 0.61% active. viability increase, % at 10 µM;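 active = viability gain under doxorubicin at or above a set limit, the compound median plus 3 SD, cut at about 4.7% in these data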;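 also: MRP-1 overexpressing cells given doxorubicin 25 µM after compound pretreatment; 18-22 h compound pretreatment then 72 h with doxorubicin before readout; 0% = doxorubicin-only wells and 100% = vehicle-treated cells without doxorubicin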
# An asterisk follows results filed as active; u = inconclusive; x = no result given.
no.	Structure	GALR2 antag	E-sel TNF inh	BB579 growth dn	Phagocyt inh	Measles CPE	HCT116 PTEN-null	NPY-Y2 antag	bCat KO growth	MRP-1 activ	Yeast life ext
1	O=C(NCCc1c[nH]c2ccccc12)C(=O)NCC(c1ccco1)N1CCN(c2ccc(F)cc2)CC1 (stereo unspecified)	-1	x	-32	-4	19	82	0	82	-2.4	0
2	COc1ccc2c(c1)CCc1c(C(=O)NCc3ccco3)noc1-2	17	-36	-54	-2	11	98	2	93	0.9	-16
3	Nc1nc(Sc2ccc(C(F)(F)F)cc2[N+](=O)[O-])n[nH]1	-1	-8	-70	0	17	108	3	98	1.6	-7
4	O=C(NN1C(=O)c2ccccc2NC1c1ccccc1OCc1ccccc1)c1ccncc1 (stereo unspecified)	-9	18	-41	-1	1	90	0	105	-1.7	29*
5	Cc1cc(C)c2cc(CN(CCN3CCCC3)C(=O)Nc3ccc(F)cc3)c(=O)[nH]c2c1	-5	x	-33	0	2	39	2	25	-3.0	-16
6	COc1ccc(NC(=O)C23CCC(C)(C(=O)C2)C3(C)C)cc1 (stereo unspecified)	3	11	-31	-5	16	97	4	106	-0.4	0
7	CC(=O)N1CCc2cc(S(=O)(=O)NCCC(=O)NC3CCCc4ccccc43)ccc21 (stereo unspecified)	9	13	15	0	9	91	4	86	-0.8	-15
8	O=C(Nc1nc(-c2ccc(F)c(F)c2)cs1)c1ccc(OCC2CCCO2)cc1 (stereo unspecified)	-11	-15	-41	1	2	63	16	74	-0.5	14
9	CC1CC(C)CN(C(=O)Cn2c(=O)n(CCCCC(=O)NC3CCCC3)c(=O)c3ccccc32)C1 (stereo unspecified)	9	1	-21	-2	5	98	3	93	-1.4	1
10	COc1ccc(-c2cc(-c3ccccc3)nc(-c3ccc4c(c3)NC(=O)CO4)c2)cc1	0	17	-2	-1	19	36	2	47	-3.0	-15
11	CNC(=O)c1ccsc1NC(=O)c1sc2ccccc2c1Cl	15	-2	-16	x	9	76	1	80	-2.8	-6
12	O=C(Nc1cccc2ccccc12)N1CC=C(c2ccccc2)CC1	2	x	-30	1	9	93	3	115	-1.5	-13
13	Cc1cccc(Nc2nc(N)c([N+](=O)[O-])c(N3CCC(C)CC3)n2)c1	3	17	-2	-4	3	49	0	44	-0.7	-5
14	C=CCn1c(=O)/c(=C/c2ccc(C)o2)s/c1=C(/C#N)C(=O)c1ccccc1	-1	2	-21	0	9	93	-1	92	-1.9	-3
15	C=CCNC(=O)C1CC(=O)N(c2ccc(OCC(=O)Nc3ccccc3)cc2)C1 (stereo unspecified)	1	19	-21	1	21	101	1	87	-1.8	-5
16	O=C(CSc1nc2ccccc2c(=O)n1CCCC(=O)N1CCCC1)NCc1ccco1	3	x	-44	x	1	99	0	100	-2.6	-17
17	COCc1cc(C)nc(NC2CCCCC2)c1C#N	2	21	-34	4	24	95	3	91	-3.1	-7
18	COC(=O)[C@H](CCSC)NC(=O)Nc1ccc(OC)cc1OC	9	-6	7	1	21	96	-2	100	-0.6	-1
19	COc1ccc(NS(=O)(=O)Cc2ccccc2Cl)cn1	2	-10	32	1	5	90	0	91	-0.5	-9
20	O=C(O)c1ccc2nc(-c3ccccc3)c(-c3ccccc3)nc2c1	-6	x	-10	-9	20	92	-1	88	-3.3	-5
21	CON1C(=O)C(=O)N(OC)C2CCCCC21 (stereo unspecified)	4	16	-49	x	11	99	4	98	-0.4	3
22	O=C1N=C(N2CCOCC2)S/C1=C/c1cccs1	-2	39	-35	x	0	90	1	83	-1.2	-18
23	Clc1nnc(NN=C2CCCC2)c2ccccc12	16	18	-70	-3	19	66	0	72	-2.7	1
24	CS(=O)(=O)N(CC(=O)NCCC1=CCCCC1)C1CCCCC1	-8	u	-29	2	26	94	1	101	-0.1	-2
25	CCOc1ccc(C(=O)NCc2ccncc2)cc1OCC	6	x	-64	0	11	97	4	101	-0.5	-9
26	Cc1cc(C(=O)OCC(=O)c2ccc(Br)s2)no1	-12	22	-3	0	0	88	2	75	0.1	-7
27	CCN(CC)S(=O)(=O)c1ccc2oc(C(=O)NC3CCCc4ccccc43)c(C)c2c1 (stereo unspecified)	-1	15	-25	-2	5	69	1	78	-1.3	-10
28	Cc1ccc(-c2csc3nnc(SCC(=O)N4CCN(Cc5ccccc5)CC4)n23)cc1	-7	x	-20	-2	2	88	3	87	-0.9	-5
29	CC(C)NC(=O)NC(=O)CSc1ccccc1F	-4	x	-10	4	25	95	0	99	1.9	-6
30	CC1(C(=O)NC2CCCC2)CCC(=O)N1Cc1ccccc1 (stereo unspecified)	-12	-20	7	2	21	95	1	92	-0.8	-2
31	O=C(O)CCn1cnc2ccccc2c1=O	9	11	-81	-1	6	108	2	99	-1.3	-3
32	O=C(Nc1ccc(N2CCN(Cc3ccccc3)CC2)cc1)c1ncn[nH]1	-6	-22	9	-1	11	81	2	78	-3.9	-20
33	CCCC(=O)OCCNc1cc(Sc2nc3ccccc3[nH]2)c2nonc2c1[N+](=O)[O-]	2	5	-7	x	19	3.6*	5	3.6*	-5.7	4
34	Cc1ccc(OCc2ccc(C(=O)O)o2)c([N+](=O)[O-])c1	6	x	3	-6	4	96	2	95	-1.8	6
35	Cc1ccc(/C=C/C(=O)N2CCCC(C)C2)cc1 (stereo unspecified)	4	x	-12	-2	10	100	2	86	0.2	4
36	O=C(O)C1C(c2ccccc2)C(C(=O)OCc2ccco2)C1c1ccccc1 (stereo unspecified)	16	-27	-37	0	4	87	0	87	-2.1	x
37	O=C(Cc1ccccc1)N/N=C/c1ccccc1F	8	-23	-46	-10	1	98	4	94	4.1	-4
38	Cc1cccc(NC(=O)COC(=O)c2ccccc2-c2nc3ccccc3s2)c1C	-12	24	-29	6	10	48	9	48	0.4	0
39	CCn1c(C)cc2c(c1=O)C(c1ccncc1)C(C#N)=C(N)O2 (stereo unspecified)	-13	x	-41	-1	7	107	1	94	-0.4	-2
40	CC(C)(C)N1C(=O)c2ccc(C(=O)Nc3nccs3)cc2C1=O	-1	33	-7	2	25	100	-2	94	0.3	-2
41	CC(C)CNC(=S)NC1CC2CCCC(C1)N2Cc1cccs1 (stereo unspecified)	-6	-14	-40	-2	6	95	4	95	-3.1	-16
42	C=CCN(c1ccc(C(=O)NCCc2ccccc2)cc1)S(C)(=O)=O	-1	-2	-66	-1	8	109	1	102	0.1	-13
43	CCN(CC)CCN1C(=O)C(=O)/C(=C(/O)c2c(C)[nH]c(C(=O)OC)c2C)C1c1cccs1 (stereo unspecified)	-26	7	-5	0	1	96	1	95	-1.3	-7
44	COc1ccc(/C(O)=C2\C(=O)C(=O)N(CC3CCCO3)C2c2cc(OC)ccc2OC)cc1 (stereo unspecified)	8	x	-27	0	25	90	3	93	0.1	3
45	O=C(NCc1ccccc1)/C(=N\O)c1ccccc1	0	x	20	-4	5	98	0	92	0.8	-4
46	Cc1cc(NC(=O)c2cc3n(n2)C(C(F)(F)F)CC(c2ccc(Cl)c(Cl)c2)N3)no1 (stereo unspecified)	6	-45	-17	0	6	64	3	79	-0.9	-3
47	O=C(N/N=C/c1cccc(F)c1)c1cc(-c2ccco2)nc2ccccc12	8	-56	0	-1	4	58	2	76	-3.8	-8
48	COC(=O)c1ccc(NC(=O)C2CCCN2S(=O)(=O)c2ccc(C)cc2)cc1 (stereo unspecified)	15	-11	-1	0	18	85	3	83	0.1	-5
49	O=C1NC(Nc2ccccn2)(C(F)(F)F)C(=O)N1c1ccc(F)cc1 (stereo unspecified)	10	12	-8	-3	12	84	3	92	-1.4	-13
50	COCCNc1nc(C(C)(C)C)nc2c1nnn2Cc1ccccc1Cl	0	-10	-67	-1	16	93	-1	91	-0.8	6
51	Cn1c(N)c(C(=O)COC(=O)CCc2c[nH]c3ccccc23)c(=O)n(C)c1=O	-17	2	-17	0	22	110	6	86	-0.8	-13
52	O=C1CN(C(=O)COc2ccc(Br)cc2F)c2ccccc2N1	-4	x	-24	4	11	90	1	84	3.7	-5
53	CC(=O)NC1=C(C#N)C(c2ccccc2)c2c(ccc3ccccc23)O1 (stereo unspecified)	5	x	-19	1	2	43	6	45	-2.3	-8
54	Cc1cc(S(=O)(=O)N2CCN(c3ccc(F)cc3)CC2)c(C)s1	9	x	-12	0	19	55	3	46	-1.4	-6
55	CCCN1C(=O)/C(=C/C=C2\N(CC)c3ccccc3C2(C)C)SC1=S	4	-11	-62	1	x	85	1	75	-0.4	-14
56	COC(=O)Cc1csc(Nc2c(C)n(C)n(-c3ccccc3)c2=O)n1	-2	-18	-41	-1	7	101	0	97	-2.3	-14
57	FC(F)(F)c1cccnc1N1CCN(c2ncnc3nc[nH]c23)CC1	1	-60	-17	0	3	91	4	94	-1.3	-16
58	O=C(CNC(=O)C12CC3CC(CC(C3)C1)C2)N1CCN(S(=O)(=O)/C=C/c2ccccc2)CC1	-2	x	-34	-9	6	59	-1	48	-2.4	-2
59	C=CCN1C(=O)C(Cc2ccc(OC)cc2)S/C1=N/N=C/c1ccco1 (stereo unspecified)	2	-16	-8	0	19	100	2	98	-1.8	-1
60	COc1cccc(Oc2ccc(N)cn2)c1	-2	-16	-88	x	2	100	-1	93	-0.8	-6

# (next part)
no.	Structure	GALR2 antag	E-sel TNF inh	BB579 growth dn	Phagocyt inh	Measles CPE	HCT116 PTEN-null	NPY-Y2 antag	bCat KO growth	MRP-1 activ	Yeast life ext
61	CC(C)CC(=O)NC1(C(F)(F)F)C(=O)Nc2c1c(=O)[nH]c(=O)n2Cc1ccco1 (stereo unspecified)	-5	x	-42	0	11	105	1	110	-0.3	-10
62	CNC(=O)N(C1=NCC(C)(C)S1)c1ccc(F)c(Cl)c1	-1	x	-25	0	5	36	5	40	-1.3	3
63	O=C(Nc1ccc(N2CCOCC2)c(Cl)c1)C1CCCCC1	6	-12	-23	-4	26	96	2	94	-1.4	-10
64	CCCCN(C)CCCNC(=O)c1ccc2c(c1)NC(=O)C(N1CCOCC1)S2 (stereo unspecified)	9	x	-16	-1	6	97	-1	95	-1.5	-22
65	Cc1nc2ccccn2c1C(=O)NCC(C)C	1	-11	-1	0	7	98	2	91	-0.8	-4
66	CC(=O)Nc1ccccc1OC(=O)N1CCOCC1	8	-3	-55	0	17	108	3	101	-0.1	-3
67	O=C1Cc2ccccc2Sc2ccc(Cl)cc21	7	-10	-63	x	4	100	2	103	0.1	39*
68	O=C(c1cccc(C(=O)N2CCN(c3ncccn3)CC2)c1)N1CCN(c2ncccn2)CC1	-9	-11	-29	x	10	110	4	97	-2.2	-6
69	Cc1cc(OCC[N+]2(C)CCCCC2)nc2ccccc12	-7	x	-50	-1	4	98	0	107	0.2	-2

# Outcome played no part in choosing rows; about 6.1% have a hit in one of these screens.
